SRC2 inh: inhibits human steroid receptor coactivator 2; Q15596; HEK293 GAL4-SRC2 luciferase reporter, luminescence; inhibition, % at 9 µM; 0.17% of 370,000 active; AID 651957;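 active = inhibition above the mean inhibition of all tested compounds plus 3 SD, set per campaign, cut at about 52% in these data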;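 note: 0% = DMSO treated cells and 100% = cells given Gossypol at 36 µM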
Target sequence (Q15596 whole entry, looked up, the tested form may be a part): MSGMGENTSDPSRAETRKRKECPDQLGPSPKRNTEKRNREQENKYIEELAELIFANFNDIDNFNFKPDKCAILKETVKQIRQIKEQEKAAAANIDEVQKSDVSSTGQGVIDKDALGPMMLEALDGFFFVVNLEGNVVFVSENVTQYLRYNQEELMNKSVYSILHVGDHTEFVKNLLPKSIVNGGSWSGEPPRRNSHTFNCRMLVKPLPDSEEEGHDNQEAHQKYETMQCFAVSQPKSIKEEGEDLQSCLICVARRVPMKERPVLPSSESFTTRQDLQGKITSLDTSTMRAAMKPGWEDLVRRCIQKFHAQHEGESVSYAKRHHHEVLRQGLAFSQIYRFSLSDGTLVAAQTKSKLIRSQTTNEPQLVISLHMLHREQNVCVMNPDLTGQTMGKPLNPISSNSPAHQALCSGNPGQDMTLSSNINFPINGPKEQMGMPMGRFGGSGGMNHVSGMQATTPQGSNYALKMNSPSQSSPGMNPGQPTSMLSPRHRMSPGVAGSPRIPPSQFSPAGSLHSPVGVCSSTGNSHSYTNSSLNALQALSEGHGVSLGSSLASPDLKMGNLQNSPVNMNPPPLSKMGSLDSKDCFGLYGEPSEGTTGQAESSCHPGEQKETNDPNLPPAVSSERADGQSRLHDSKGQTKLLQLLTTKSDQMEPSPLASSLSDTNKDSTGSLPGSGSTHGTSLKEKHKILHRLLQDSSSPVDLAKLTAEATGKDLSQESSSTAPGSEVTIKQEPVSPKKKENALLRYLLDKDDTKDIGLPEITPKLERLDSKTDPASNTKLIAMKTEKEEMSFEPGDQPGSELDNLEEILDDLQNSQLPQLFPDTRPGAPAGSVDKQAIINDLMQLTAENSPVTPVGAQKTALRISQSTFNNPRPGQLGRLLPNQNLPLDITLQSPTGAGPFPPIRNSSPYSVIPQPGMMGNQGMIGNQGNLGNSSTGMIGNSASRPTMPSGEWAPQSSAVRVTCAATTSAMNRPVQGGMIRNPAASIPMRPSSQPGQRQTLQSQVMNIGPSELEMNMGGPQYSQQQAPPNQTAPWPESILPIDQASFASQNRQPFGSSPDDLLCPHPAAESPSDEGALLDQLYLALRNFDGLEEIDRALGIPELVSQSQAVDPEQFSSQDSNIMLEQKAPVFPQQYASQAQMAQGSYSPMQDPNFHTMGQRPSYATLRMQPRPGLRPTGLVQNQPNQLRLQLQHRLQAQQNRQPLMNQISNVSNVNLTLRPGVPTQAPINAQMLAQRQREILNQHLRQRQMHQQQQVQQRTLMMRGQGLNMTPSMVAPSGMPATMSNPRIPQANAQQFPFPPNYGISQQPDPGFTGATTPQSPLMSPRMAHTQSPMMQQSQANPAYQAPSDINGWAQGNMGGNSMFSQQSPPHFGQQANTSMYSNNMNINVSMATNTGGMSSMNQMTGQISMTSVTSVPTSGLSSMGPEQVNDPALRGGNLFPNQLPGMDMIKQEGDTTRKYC
SRC3 inh: inhibitors of human steroid receptor coactivator 3 (SRC3) | Q9Y6Q9 | HEK293 GAL4-SRC3 luciferase reporter, luminescence | inhibition, % at 3.6 µM | 0.17% of 360,000 active | AID 588352;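 active = inhibition above a per-campaign cutoff, the mean of all compounds plus 3 SD, cut at about 60% in these data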;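 note: 0% = DMSO-treated cells and 100% = gossypol-treated cells at 36 µM; higher means less SRC3-driven luciferase light from the GAL4 reporter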
TWEAK Fn14 block: TWEAK-Fn14 signaling inhibition | TWEAK-stimulated Fn14 reporter cells, luciferase luminescence, 8 h | inhibition, % at 10 µM | 2% of 360,000 active | AID 1159606; in the data active = inhibition above about 50%
LMP1 NFkB inh: reduces LMP1-driven NF-kappaB luciferase signal; 0.69% of 350,000 active; LMP1-induced NF-kappaB luciferase reporter cells, luminescence; AID 504558; inhibition, % at 12.5 µM; in the data active = inhibition above about 41%;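 note: 0% = neutral control wells and 100% = reference inhibitor control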
NCOA1 inh: inhibitors of human steroid receptor coactivator 1 (SRC1); Q15788; HEK293 GAL4-SRC1 luciferase reporter, luminescence; inhibition, % at 3.6 µM; 0.12% of 360,000 active;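 active = inhibition above the campaign mean plus 3 SD, with each screening campaign given its own cutoff, cut at about 60% in these data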;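 note: 0% = DMSO treated cells and 100% = gossypol at 36 µM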
TROY NFkB inh: blocks TROY-dependent signaling in reporter cells; AID 1347056; 0.98% of 360,000 active; inhibition, % at 10 µM; Q293 LMP1-TROYcd NF-kB luciferase reporter, 4 h;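 active = compounds whose plate-normalised and pattern-corrected inhibition of the luciferase reporter signal at the single screening dose is 50% or more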
NOD2 RIPK2 PPI: NOD2-RIPK2 protein interaction inhibition; O43353; CHO BLA complementation NOD2-RIPK2, CCF4 ratio; inhibition, % at 4.98 µM; 0.38% of 360,000 active; in the data active = inhibition above about 21%;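 note: 0% = vehicle only and 100% = reference blocker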
LRH-1 inv ag: NR5A2 inverse agonism in reporter assay | O00482 | inhibition, % at 3.6 µM | HEK293T StAR-luciferase reporter, LRH-1 transfected, 24 h | 0.13% of 360,000 active | AID 602396;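 active = inhibition above the mean inhibition of all tested compounds plus 3 SD, cut at about 73% in these data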;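 note: 0% = DMSO wells and 100% = reporter-only cells lacking LRH-1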
TLR9-MyD88 inh: blocks human TLR9 binding to MyD88. AID 504734. Q9NR96+Q99836. inhibition, % at 4.98 µM. 0.21% of 340,000 active. CHO BLA complementation TLR9-MyD88, CCF4 FRET ratio;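 active = inhibition above the mean over all tested compounds plus 3 SD, cut at about 21% in these data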;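 note: 0% = DMSO only wells and 100% = clavulanate BLA inhibitor control wells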
COUP-TFII inh: blocks human COUP-TFII nuclear receptor. P24468. HEK293T NGFI-A luciferase reporter, luminescence. inhibition, % at 8.6 µM. 0.7% of 370,000 active;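 active = inhibition above a per-plate cutoff, mean inhibition of test wells between control levels plus 3 SD, cut at about 38% in these data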;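 note: cells cotransfected with COUP-TFII expression vector driving the NGFI-A reporter; 0% = median of COUP-TF2 test wells and 100% = reporter-only cells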
TRAIL sens C8: sensitizes caspase-8 expressing cells to TRAIL | AID 624354 | NB7+C8 cells + TRAIL, ATPlite viability luminescence | inhibition (viability loss, TRAIL sensitization), % at 10 µM | 1% of 360,000 active;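 active = compounds causing at least 50% loss of cell viability in the single-dose screen, relative to plate controls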
* hit, by the source's call; · = no result given. Some of the compounds tested, so the mix of outcomes need not match the whole.

SMILES	SRC2 inh	SRC3 inh	TWEAK Fn14 block	LMP1 NFkB inh	NCOA1 inh	TROY NFkB inh	NOD2 RIPK2 PPI	LRH-1 inv ag	TLR9-MyD88 inh	COUP-TFII inh	TRAIL sens C8
CCOC(=O)N1CCN(C(=O)CS(=O)(=O)c2cn(Cc3ccc(F)cc3)c3ccccc23)CC1	-3.8	1.9	-2.6	2.2	-6.0	-14.7	-3.8	-13.3	3.0	4.5	-10.1
CCc1cc(C(=O)OC)c(NC(=O)c2ccoc2C)s1	13.0	18.2	4.8	-9.5	-20.9	-12.3	-1.8	4.5	-17.3	2.3	-3.5
CCOc1cc(CNCCCN2CCOCC2)ccc1OCC(=O)NC(C)(C)C	-10.0	19.9	1.3	-3.7	-12.1	0.6	4.7	2.4	-6.3	25.8	-2.9
CCc1nc2oc(C(=O)c3ccccc3)c(N)c2c2c1COC(C)(C)C2	-11.0	5.8	-2.4	0.1	0.3	1.9	-0.3	9.8	-14.3	-9.7	-1.2
Cc1c(NS(=O)(=O)c2ccc(N3CCN(C)CC3)c([N+](=O)[O-])c2)c(=O)n(-c2ccccc2)n1C	-7.8	15.9	-24.0	5.4	2.0	10.2	-3.5	6.2	-0.6	19.9	0.6
O=C(Nc1ccc(C(=O)N2CCOCC2)cc1)c1cc(-c2cccnc2)nc2ccc(Br)cc12	-10.1	8.3	1.2	1.1	-28.2	23.9	-7.1	6.1	-1.1	-2.9	-4.9
CC(C)c1ccc(NC(=O)[C@@H]2CCC(=O)N2C2OC(=O)c3ccccc32)cc1 (stereo partly drawn)	-61.6	-65.1	-28.6	-16.8	-48.4	-37.5	0.8	-66.2	-2.2	-32.9	0.6
CC(C)CNC(=O)C(=O)Nc1cc2c3c(c1)CCC(=O)N3CCC2	17.7	-38.9	-19.4	14.9	2.7	-7.1	-6.5	14.3	-5.5	-0.7	-2.4
O=S(=O)(c1ccc(S(=O)(=O)N2CCN(C/C=C/c3ccccc3)CC2)cc1)N1CCCC1	1.1	14.5	-18.4	2.8	-8.9	-15.5	1.6	0.5	8.7	12.3	-8.1
CC(C)C[C@H]1CN=C(Nc2ccccc2)N1CC1CCCCC1	-5.3	-5.8	0.5	1.2	0.1	-7.7	14.1	-1.6	-6.2	0.9	0.1
Cc1ccc(-n2c(-c3ccncc3)n[nH]c2=S)cc1C	-21.6	-6.3	5.4	-0.5	-0.9	1.3	0.8	9.7	2.9	0.7	-3.3
O=C(OC(c1ccccc1)c1nccc2ccccc12)c1cc([N+](=O)[O-])cc([N+](=O)[O-])c1 (stereo not drawn)	5.1	4.2	-3.9	9.5	7.3	14.9	-1.2	7.5	-12.8	13.5	-2.7
CCOC(=O)C(C)c1ccc2cc(OC)ccc2c1 (stereo not drawn)	-3.3	-2.2	-13.9	4.6	15.3	-16.5	3.2	3.9	3.2	1.8	-1.9
Cc1ccccc1Nc1nc(N)nc(COC(=O)c2ccco2)n1	-30.1	-52.0	-9.5	-11.5	-45.7	-47.0	-13.9	-55.0	-1.7	-36.7	6.8
COC(=O)c1c(C)c(OC(=O)c2c(C)cc(O)c(C=O)c2O)cc(C)c1O	·	-1.2	42.9	-6.1	-9.8	21.8	-13.3	11.0	2.0	·	-5.2
COc1ccc(NC(=O)CCCc2nnc3n(C)c(=O)c4sccc4n23)cc1	-2.7	11.9	10.8	3.3	-8.3	0.3	-13.1	4.1	1.6	-9.1	2.7
Cc1cc(C(=O)N/N=C/c2cc(Cl)cc([N+](=O)[O-])c2O)n[nH]1	-14.6	12.3	-5.6	-0.7	-32.6	-13.3	-14.3	-1.7	10.9	-11.1	3.4
CCCCNC(=O)c1ccc(C)c(NC(=O)C2=C(C)OCCS2)c1	-29.0	-9.9	-8.5	-6.8	-1.8	-28.1	2.2	-14.0	-3.4	6.8	-23.6
Cc1ccc(/C=N/Nc2nc(Cl)c(Cl)cc2Cl)s1	-60.0	-95.6	-10.4	-50.7	-83.1	-66.1	-0.8	-35.9	0.4	-52.0	-1.4
CCOc1ccc(CCNC(=O)CN2C(=O)NC3(CCCc4ccccc43)C2=O)cc1OCC (stereo not drawn)	-0.3	2.2	1.3	2.2	2.6	-9.4	0.7	27.5	-1.9	2.2	5.0
CCOc1ccc(NC(=O)/C=C/c2ccccc2)c([N+](=O)[O-])c1	-74.1	-64.2	-40.7	-40.4	-89.3	-64.8	-2.2	-29.9	10.5	-19.0	-3.9
COc1ccc(/C=C/c2ccc3cccc(O)c3n2)c(OC)c1OC	-89.7	-139.9	81.3*	-3.6	-138.7	-44.2	4.6	-63.5	6.3	-29.8	30.9
O=[N+]([O-])c1cccc(NC(=S)N2CCc3ccccc3C2)c1	-27.4	-31.9	-11.8	-6.5	-39.8	-2.1	6.5	-65.5	-7.0	-11.5	3.7
CCOc1ccc(NC(=O)C2CCCN(c3nn4c(=O)cc(C)nc4s3)C2)cc1 (stereo not drawn)	10.5	-8.8	-6.3	7.8	8.2	-8.8	-4.1	-1.9	-1.4	-13.2	1.3
COc1ccc2nc(NC(=O)c3cccc(OCc4c(C)noc4C)c3)sc2c1	-13.6	-27.6	51.9*	-13.8	-34.8	34.5	-1.2	-23.7	3.5	-2.0	38.6
O=C(COC(=O)c1cnccn1)N=c1sccn1Cc1ccccc1Cl	16.8	14.7	0.0	5.5	1.5	-13.4	-1.2	-7.3	3.4	1.6	-15.2
COc1cccc(Cn2c(=O)c3[nH]cnc3n(-c3ccccc3C)c2=O)c1	-22.1	8.5	-8.8	1.6	14.2	21.4	-1.2	1.5	6.0	-13.8	5.2
CCOc1ccccc1NC(=O)c1cccc(S(=O)(=O)N(Cc2ccccc2)c2ccccc2OC)c1	18.3	-2.6	24.7	-22.1	7.0	10.9	-1.7	10.2	-8.4	10.1	-2.7
C=CCNc1nc(C(=O)OCC(=O)Nc2c(Cl)cccc2C(F)(F)F)cs1	2.2	1.3	-5.8	-4.7	-10.4	-11.2	-16.2	13.9	5.9	26.1	-1.8
O=C(/C=C\c1ccccc1OC(=O)c1ccccc1F)c1cc2ccccc2o1	-18.0	-88.7	12.0	8.2	-102.0	-40.6	2.5	-7.4	-0.7	-26.2	18.0
COc1cc2[nH]c(=S)n(C3CCN(Cc4ccccc4)CC3)c(=O)c2cc1OC	-5.2	-1.8	-1.6	32.9	4.5	-0.6	1.8	9.1	0.1	-12.9	-2.0
COc1ccc(NC(=O)COc2cccc3c2OC(C)(C)C3)c(OC)c1	11.2	-10.0	-6.9	-9.3	-9.6	-31.4	-12.7	-15.1	0.4	-4.3	16.4
Nc1ccc2c(c1)C(=O)N(CCCC(=O)O)C2=O	-16.4	9.1	-14.6	0.5	0.9	-12.8	12.6	3.6	0.4	-1.4	-29.3
Nc1nc2ccccc2nc1N1CCCC1	3.5	-27.8	10.5	-3.1	4.5	5.1	10.2	-14.5	-7.2	-5.1	11.3
Cc1ccc(OCC(=O)OC(C)C(=O)NC2CCCCC2C)cc1C (stereo not drawn)	9.2	17.5	-3.7	2.2	-20.7	-0.9	0.5	-7.1	-2.2	5.6	-12.3
CC(Sc1nnc(-c2cccs2)n1-c1ccccc1)C(=O)NCc1ccc2c(c1)OCO2 (stereo not drawn)	-8.2	26.8	3.7	2.5	18.9	-9.0	-0.5	15.3	-6.2	9.6	-6.9
COc1ccc(NC(=S)N(Cc2cccnc2)Cc2ccco2)cc1	-6.6	6.5	-23.8	2.5	1.7	0.8	-12.8	2.7	-1.8	1.5	-8.6
O=C(C1CCCN1S(=O)(=O)c1cccc2cccnc12)N1CCn2c1nc1ccccc12 (stereo not drawn)	·	-1.3	-6.5	2.0	-2.0	-4.6	-4.8	10.2	9.8	·	1.8
O=C(CCN1C(=O)c2ccccc2C1=O)N1CCN(c2ccccc2)CC1	0.4	2.4	1.5	-22.8	-1.9	-12.2	-5.7	-5.8	3.1	-3.6	5.5
CCOC(=O)c1c(NC(=O)Cn2cnc([N+](=O)[O-])n2)sc2c1CCC(C)C2 (stereo not drawn)	-25.8	8.4	-21.3	-26.5	1.7	-9.2	-6.9	4.6	-0.3	-19.1	3.1

Grouped by structure: the entries above containing fluorine
SMILES	SRC2 inh	SRC3 inh	TWEAK Fn14 block	LMP1 NFkB inh	NCOA1 inh	TROY NFkB inh	NOD2 RIPK2 PPI	LRH-1 inv ag	TLR9-MyD88 inh	COUP-TFII inh	TRAIL sens C8
CCOC(=O)N1CCN(C(=O)CS(=O)(=O)c2cn(Cc3ccc(F)cc3)c3ccccc23)CC1	-3.8	1.9	-2.6	2.2	-6.0	-14.7	-3.8	-13.3	3.0	4.5	-10.1
C=CCNc1nc(C(=O)OCC(=O)Nc2c(Cl)cccc2C(F)(F)F)cs1	2.2	1.3	-5.8	-4.7	-10.4	-11.2	-16.2	13.9	5.9	26.1	-1.8
O=C(/C=C\c1ccccc1OC(=O)c1ccccc1F)c1cc2ccccc2o1	-18.0	-88.7	12.0	8.2	-102.0	-40.6	2.5	-7.4	-0.7	-26.2	18.0

Next section.
SMILES	SRC2 inh	SRC3 inh	TWEAK Fn14 block	LMP1 NFkB inh	NCOA1 inh	TROY NFkB inh	NOD2 RIPK2 PPI	LRH-1 inv ag	TLR9-MyD88 inh	COUP-TFII inh	TRAIL sens C8
CCCN(C1CCS(=O)(=O)C1)S(=O)(=O)c1cc(OC)ccc1OC (stereo not drawn)	-9.0	5.4	-6.0	3.8	-4.4	-8.0	3.0	14.5	-1.1	7.2	5.8
CCOc1ccc2nc(Nc3nc4ccc(NC(C)=O)cc4s3)sc2c1	1.3	9.5	14.9	-7.3	-11.7	-28.7	-9.9	-18.3	4.2	-11.2	-14.8
NC(=O)CN1CCOCCOCCOCCOCCOCC1	-9.3	-12.8	-4.3	11.6	0.4	8.4	-3.2	3.8	-8.6	3.4	-12.2
O=C(CN(c1ccccc1)S(=O)(=O)c1ccccc1[N+](=O)[O-])Nc1cccnc1	-35.2	-1.5	16.3	-0.2	10.7	-44.5	-4.8	15.8	0.3	7.0	7.3
CN(C)CCCN(C(=O)c1ccc(S(=O)(=O)N2CCc3ccccc3C2)cc1)c1nc2c(F)cc(F)cc2s1	·	-7.3	-27.1	2.3	-26.7	5.8	5.4	0.3	3.7	·	28.8
C=CCn1c(SCC(=O)Nc2cccc(S(N)(=O)=O)c2)nc2sc(C)c(C)c2c1=O	3.3	17.2	-27.7	-3.8	-19.5	6.7	-2.9	15.6	-5.0	11.6	-10.4
O=C(Nc1cccc(NC(=O)c2ccccc2Cl)c1)c1ccco1	16.1	24.8	-0.5	3.1	-3.5	-9.3	-4.9	8.5	3.3	-8.8	-11.4
O=C(Nc1nncs1)C1CC(=O)N(C2CCCC2)C1 (stereo not drawn)	-35.0	13.2	10.7	7.3	-8.9	-13.4	-3.4	-18.3	-1.1	-11.7	-5.8
COc1ccc(NC(=S)NC(C)C(c2ccccc2)N2CCOCC2)cc1 (stereo not drawn)	2.3	18.6	-15.5	-3.6	14.7	-11.3	-0.9	1.2	4.2	7.3	0.7
COc1cc(NC(=O)C2=C(C)OCCS2)c(Cl)cc1C(=O)NCCCN1CCCC(C)C1 (stereo not drawn)	-2.1	-22.7	-50.6	-5.9	9.5	-12.6	1.1	-43.3	-8.7	8.3	13.6
COc1ccc(S(=O)(=O)NC2CCCC2)c(Cl)c1Cl	-24.9	4.5	3.6	-3.6	1.1	15.1	-6.4	21.4	5.1	2.9	10.0
Cc1cccc(C(=O)N2CCN(Cc3ccc4c(c3)OCO4)CC2)c1	5.0	9.3	-13.2	12.1	4.9	-5.4	-7.7	12.5	-5.1	-8.8	1.0
